Assay outcomes as filed in PubChem.
GLP-1R agonist: activates the human GLP-1 receptor. P43220. HEK293 GLP-1R CRE-luciferase, luminescence, 4-6 h; cells express a hypersensitive GLP-1R form. Potency, µM (doses to about 45.6 µM), for inactives: top-dose activation, usual class: activators. hit rate 0.007% among 380,000; note: % of control where 0% means no effect
Target sequence (P43220 whole entry, looked up): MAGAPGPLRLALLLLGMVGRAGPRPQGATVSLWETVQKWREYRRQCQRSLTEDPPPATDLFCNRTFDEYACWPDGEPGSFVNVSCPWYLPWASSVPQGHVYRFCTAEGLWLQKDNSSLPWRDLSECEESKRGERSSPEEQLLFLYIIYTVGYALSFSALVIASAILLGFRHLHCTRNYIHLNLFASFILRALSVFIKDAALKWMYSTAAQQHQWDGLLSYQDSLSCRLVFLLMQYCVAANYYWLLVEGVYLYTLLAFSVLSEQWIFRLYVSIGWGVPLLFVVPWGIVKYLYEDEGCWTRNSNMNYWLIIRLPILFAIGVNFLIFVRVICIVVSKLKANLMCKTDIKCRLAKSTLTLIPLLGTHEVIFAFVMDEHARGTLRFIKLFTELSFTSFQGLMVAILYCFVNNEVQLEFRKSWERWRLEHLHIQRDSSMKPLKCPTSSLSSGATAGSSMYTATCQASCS
HEK293 tox: cytotoxic in the GLP-1 receptor inverse agonist counter-screen. HEK293 cAMP-luciferase reporter cells, luminescence, 24 h. Potency, µM (titrated, usually from 38.3 µM), without a hit: at the top dose activity change, negative = inhibition, hits mostly inhibitors. hit rate 0.13% among 410,000. AID 624418;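 note: loss of luciferase light is scored as toxicity; % is set by controls: 0 for no effect and ±100 for the full control effect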
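Cells in DMEM/10% Nu serum/1% pen-strep, 1536-well format. Pre-incubated 12 h, dosed with 23 nL compound, incubated a further 24 h. Luciferase detection, 12 min at room temp, luminescence.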
KB-V1 cytotox: KB-V1 MDR subline cytotoxicity; KB-V1 MDR cells viability, CellTiter-Glo, 72 h; Potency, µM (titrated, usually from 46.1 µM), without a hit: top-dose activity change, negative = cytotoxicity, usual class: cytotoxic; hit rate 3.4% among 400,000; AID 1347076; note: % is set by controls: 0 for no effect and ±100 for the full control effect; nearly all actives have a fitted effect of over 60% in size
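Readout: CellTiter-Glo luminescence, 10 min after addition. Cells: KB-V1 MDR subline, 72 h at 37 degrees C with compound. Analysis: corrected, normalized data fitted to concentration-effect curves.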
GLP-1R inv ag: GLP-1 receptor (human) inverse agonism; HEK293 GLP-1R CRE-luciferase, luminescence, 24 h; GLP-1R form is constitutively active; Potency, µM (doses to about 38.3 µM), for inactives: at the highest dose activity change, negative = inhibition, hits mostly inhibitors; hit rate 1.6% among 410,000; AID 624417; note: % is set by controls: 0 for no effect and ±100 for the full control effect; nearly all actives have a fitted effect of over 55% in size
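Assay principle: reduced luminescence from a cAMP-responsive reporter in HEK293 cells co-expressing a constitutively active GLP-1R. Conditions: 24 hr compound incubation, 37 deg C, 5% CO2.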
SW480 rereplic: induces DNA re-replication in SW480 colon adenocarcinoma cells; hit rate 1.8% among 340,000; SW480 DNA re-replication, Hoechst DNA content imaging, 48 h; Potency, µM (top dose mostly 46.1 µM), for inactives: at the highest dose re-replication activation, actives largely listed as activators; AID 624297; note: % of control where 0% means no effect; nearly all actives have a fitted effect of over 55% in size
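Image-based read-out: total Hoechst fluorescence of nuclei (405 nm excitation, 500-530 nm emission), with hits raising the fraction of high-intensity nuclei. SW480 colon cells incubated 48 hr with compounds at 37 C.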
TDP-43 yeast inh: inhibitors of TDP-43 toxicity in yeast; Potency, µM (highest dose often 46.1 µM), inactives show top-dose growth rescue (activation), hits mostly activators; TDP-43 expressing yeast growth rescue, BacTiter-Glo, 24 h; hit rate 1.8% among 410,000; AID 652104; note: % of control where 0% means no effect; nearly all actives have a fitted effect of over 50% in size
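Cell-based yeast growth screen: TDP-43 expression induced in galactose, inoculum OD600=0.02 after raffinose pregrowth to mid-log. Read-out BacTiter-Glo luminescence at 24 hr, 30 deg C; inhibition of toxicity seen as signal increase.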
KB-3-1 tox: KB-3-1 parental cell cytotoxicity | KB-3-1 viability, CellTiter-Glo ATP luminescence, 72 h | Potency, µM (series often up to 46.1 µM), without a hit: at the top dose activity change, negative = cytotoxic, hits mostly cytotoxic | hit rate 1.4% among 400,000 | AID 1347075; note: % is set by controls: 0 for no effect and ±100 for the full control effect; nearly all actives have a fitted effect of over 60% in size
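Parental KB-3-1 viability, qHTS format: 72 h compound exposure, 37 °C; CellTiter-Glo; media-only wells and DMSO plates as controls; concentration-effect fits on corrected data.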
HT1080NT lethal: kills 2HG-producing HT-1080-NT fibrosarcoma cells; HT-1080-NT fibrosarcoma viability, CellTiter-Glo ATP luminescence, 48 h; Potency, µM (highest dose often 46.1 µM), without a hit: top-dose activity, negative = less viability, most hits filed as cytotoxic; hit rate 1.6% among 360,000;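 note: NT is the 2HG producing partner of a matched IDH1 knockdown line; 0% = DMSO-treated cells and -100% = media-only wells without cells; nearly all actives have a fitted effect of over 55% in size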
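A 48-hour cytotoxicity screen used HT-1080-NT cells plated 2 hours before compound delivery. ATP-based CellTiter-Glo luminescence measured viability, normalized to DMSO and no-cell controls.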
HT1080 IDH1KD tx: toxicity to HT-1080 IDH1 knockdown cells (counter line); hit rate 2% among 360,000; Potency, µM (highest dose often 46.1 µM), for inactives: at the highest dose activity, negative = toxicity, usual class: cytotoxic; HT-1080 IDH1 knockdown viability, ATP luminescence, 48 h;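 note: 0% = DMSO wells and -100% = cell-free medium wells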
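IDH1KD HT-1080 cells, 750/well, RPMI + 5% FBS; compound pinned after 2 h settling; 48 h, 37 °C; CellTiter-Glo luminescence; % activity normalised to DMSO and no-cell wells; curves fitted, classed by r2 and efficacy.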
An asterisk follows results filed as active; [ ] = another dose, or the depositor's remark. Calls come from the whole dose curve; as a rule, active = well fitted curve in the direction sought with a large enough effect; inconclusive = small, poorly fitted or top-dose-only effect, or another doubt; inactive = no such curve, though single readings can be large; an effect the other way counts as inactive or inconclusive. Potency is the fitted concentration of half-maximal effect.

How did COc1ccccc1NC(=O)C1CCCN1C(=O)Nc1ccc(F)cc1 (stereo not given) do in these assays?
GLP-1R agonist: 15%; HEK293 tox: -6%; KB-V1 cytotox: -14%; GLP-1R inv ag: 1%; SW480 rereplic: -7%; TDP-43 yeast inh: -2%; KB-3-1 tox: 0%; HT1080NT lethal: 4%; HT1080 IDH1KD tx: 5%

What do the screens show for `NC(=S)NN=C1C=CCCC1`?
GLP-1R agonist: -1%; HEK293 tox: inconclusive; KB-V1 cytotox: -1%; GLP-1R inv ag: inconclusive; SW480 rereplic: -6%; TDP-43 yeast inh: 12%; KB-3-1 tox: 23%; HT1080NT lethal: 1%; HT1080 IDH1KD tx: 3%

How did O=C(/C=C/c1cccs1)c1ccc([N+](=O)[O-])cc1 do in these assays?
GLP-1R agonist: 8%; HEK293 tox: -3%; KB-V1 cytotox: 11%; GLP-1R inv ag: 41%[activator]; SW480 rereplic: -143%[inhibitor]; TDP-43 yeast inh: inconclusive; KB-3-1 tox: 1%; HT1080NT lethal: inconclusive; HT1080 IDH1KD tx: 19%

What do the screens show for `CC1Cc2ccccc2N1S(=O)(=O)c1cnc[nH]1` (stereo not given)?
GLP-1R agonist: 2%; HEK293 tox: -13%; KB-V1 cytotox: 2%; GLP-1R inv ag: -25%; SW480 rereplic: -5%; TDP-43 yeast inh: -12%; KB-3-1 tox: -3%; HT1080NT lethal: -1%; HT1080 IDH1KD tx: -1%

What do the screens show for `Cc1cc(C)c(NC(=O)CSc2nc(=O)n(Cc3cccnc3)c3c2CCC3)c(C)c1`?
HEK293 tox: -24%; KB-V1 cytotox: -6%; GLP-1R inv ag: 15%; TDP-43 yeast inh: 15%; KB-3-1 tox: 10%

How did CNc1cncc(-c2cc(C)c(O)c(C)c2)n1 do in these assays?
GLP-1R agonist: 1%; HEK293 tox: inconclusive; KB-V1 cytotox: inconclusive; GLP-1R inv ag: inconclusive; TDP-43 yeast inh: 17%; KB-3-1 tox: inconclusive; HT1080NT lethal: inconclusive; HT1080 IDH1KD tx: inconclusive

What do the screens show for `CN(C)CCN(C(=O)c1ccc(S(=O)(=O)N(C)CC2CCCO2)cc1)c1nc2cc3c(cc2s1)OCO3` (stereo not given)?
GLP-1R agonist: 0%; HEK293 tox: 7%; KB-V1 cytotox: 2%; GLP-1R inv ag: -11%; SW480 rereplic: -6%; TDP-43 yeast inh: 1%; KB-3-1 tox: -3%; HT1080NT lethal: -8%; HT1080 IDH1KD tx: 1%

Results for CCOc1ccc(-n2nc3ccc(NC(=O)c4ccc5c(c4)OCCO5)cc3n2)cc1 ?
GLP-1R agonist: 0%; HEK293 tox: 23%; KB-V1 cytotox: -23%; GLP-1R inv ag: -6%; SW480 rereplic: -8%; TDP-43 yeast inh: -15%; KB-3-1 tox: -13%; HT1080NT lethal: 6%; HT1080 IDH1KD tx: 20%

What do the screens show for `COc1cc(/C=N/NC(=O)CCc2c(C)n[nH]c2C)cc(OC)c1OC`?
GLP-1R agonist: 1%; HEK293 tox: 3%; KB-V1 cytotox: 26%; GLP-1R inv ag: 25%; SW480 rereplic: -8%; TDP-43 yeast inh: 10%; KB-3-1 tox: inconclusive; HT1080NT lethal: 10%; HT1080 IDH1KD tx: 7%

How did O=C1C=C(c2ccc(OC(F)(F)F)cc2)C[C@@H](c2ccc(Cl)cc2)C1 do in these assays?
GLP-1R agonist: 6%; HEK293 tox: inconclusive; KB-V1 cytotox: -1%; GLP-1R inv ag: 10µM*; SW480 rereplic: -5%; TDP-43 yeast inh: 26%; KB-3-1 tox: 5%; HT1080NT lethal: -2%; HT1080 IDH1KD tx: -8%

How did O=C(CNC(=O)c1ccccc1)OC(C(=O)c1ccccc1)c1ccccc1 (stereo not given) do in these assays?
GLP-1R agonist: 1%; HEK293 tox: 4%; KB-V1 cytotox: 1%; GLP-1R inv ag: -9%; SW480 rereplic: -6%; TDP-43 yeast inh: 6%; KB-3-1 tox: 21%; HT1080NT lethal: 0%; HT1080 IDH1KD tx: 5%

How did Cc1cc(NC(=O)CSc2nc(-c3ccccc3)c(C#N)c(=O)[nH]2)no1 do in these assays?
GLP-1R agonist: -6%; HEK293 tox: -11%; KB-V1 cytotox: 2%; GLP-1R inv ag: 0%; SW480 rereplic: -12%; TDP-43 yeast inh: -2%; KB-3-1 tox: 12%; HT1080NT lethal: -3%; HT1080 IDH1KD tx: -1%

What do the screens show for `O=C(Nc1ccn(CCCNCc2ccccc2)c(=O)n1)OCc1ccccc1`?
GLP-1R agonist: 16%; HEK293 tox: 5%; KB-V1 cytotox: -4%; GLP-1R inv ag: 5%; SW480 rereplic: -21%; TDP-43 yeast inh: 19%; KB-3-1 tox: 0%; HT1080NT lethal: -13%; HT1080 IDH1KD tx: -10%

What do the screens show for `CCC(=O)N1CCCc2cc(S(=O)(=O)N3CCC(C(=O)Nc4ccccc4CC)CC3)ccc21`?
HEK293 tox: 4%; KB-V1 cytotox: inconclusive; GLP-1R inv ag: -7%; TDP-43 yeast inh: -10%; KB-3-1 tox: -12%

How did O=S(=O)(Nc1ccncc1Cl)c1cccc(Cl)c1Cl do in these assays?
GLP-1R agonist: 0%; HEK293 tox: -3%; KB-V1 cytotox: 19%; GLP-1R inv ag: -1%; SW480 rereplic: 2%; TDP-43 yeast inh: -19%; KB-3-1 tox: 7%; HT1080NT lethal: 1%; HT1080 IDH1KD tx: -8%

How did O=C(Nc1ccc(Cl)c(C(F)(F)F)c1)c1ccncc1 do in these assays?
GLP-1R agonist: 3%; HEK293 tox: -2%; KB-V1 cytotox: inconclusive; GLP-1R inv ag: inconclusive; SW480 rereplic: -1%; TDP-43 yeast inh: 10µM*; KB-3-1 tox: -11%; HT1080NT lethal: -9%; HT1080 IDH1KD tx: -16%

Results for CCc1cccc(C)c1NC(=O)C(NS(=O)(=O)c1ccc2c(c1)CCC(=O)N2)c1ccccc1 (stereo not given) ?
HEK293 tox: 1%; KB-V1 cytotox: 8%; GLP-1R inv ag: -4%; TDP-43 yeast inh: 4%; KB-3-1 tox: 5%

How did C(=N\c1c(-c2ccccc2)nc2n1CCS2)/c1ccccc1 do in these assays?
GLP-1R agonist: 5%; HEK293 tox: 9%; KB-V1 cytotox: -2%; GLP-1R inv ag: -21%; SW480 rereplic: 0%; TDP-43 yeast inh: -6%; KB-3-1 tox: 3%; HT1080NT lethal: -1%; HT1080 IDH1KD tx: -2%

Results for CCN(CC)c1ccc(/C=N/N2CCN(Cc3ccc(Cl)cc3)CC2)c(O)c1 ?
GLP-1R agonist: 4%; HEK293 tox: 2%; KB-V1 cytotox: -9%; GLP-1R inv ag: inconclusive; SW480 rereplic: -7%; TDP-43 yeast inh: 1%; KB-3-1 tox: -29%; HT1080NT lethal: -5%; HT1080 IDH1KD tx: 21%

Results for O=C(N/N=C/C1CC2CCC1C2)c1ccc2c(c1)OCO2 (stereo not given) ?
GLP-1R agonist: -10%; HEK293 tox: 3%; KB-V1 cytotox: inconclusive; GLP-1R inv ag: 0%; SW480 rereplic: -2%; TDP-43 yeast inh: 9%; KB-3-1 tox: 15%; HT1080NT lethal: 14%; HT1080 IDH1KD tx: 2%

What do the screens show for `CC(NC(=O)CN1CCc2ccccc21)c1ccccc1` (stereo not given)?
GLP-1R agonist: -14%; HEK293 tox: -8%; KB-V1 cytotox: inconclusive; GLP-1R inv ag: inconclusive; SW480 rereplic: 7%; TDP-43 yeast inh: 15%; KB-3-1 tox: -4%; HT1080NT lethal: 0%; HT1080 IDH1KD tx: -1%

How did COc1cccc2[nH]c(C(=O)NN)c(N)c12 do in these assays?
GLP-1R agonist: 16%; HEK293 tox: 1%; KB-V1 cytotox: inconclusive; GLP-1R inv ag: 22%; SW480 rereplic: -5%; TDP-43 yeast inh: 11%; KB-3-1 tox: 10%; HT1080NT lethal: -2%; HT1080 IDH1KD tx: -11%

How did O=C(/C=C/c1ccccc1Cl)NCCc1ccccc1 do in these assays?
GLP-1R agonist: 0%; HEK293 tox: 1%; KB-V1 cytotox: 16µM*; GLP-1R inv ag: -6%; SW480 rereplic: 11%; TDP-43 yeast inh: -35%[inhibitor]; KB-3-1 tox: 8%; HT1080NT lethal: 13%; HT1080 IDH1KD tx: -1%

What do the screens show for `COc1ccc(C(C)C)cc1-c1cncc(NC(C)=O)n1`?
GLP-1R agonist: 11%; HEK293 tox: -1%; KB-V1 cytotox: 5%; GLP-1R inv ag: -12%; TDP-43 yeast inh: 28%; KB-3-1 tox: 0%; HT1080NT lethal: 0%; HT1080 IDH1KD tx: -5%

What do the screens show for `O=C(CSc1nnc(CNc2ccc(F)cc2)o1)c1ccccc1`?
GLP-1R agonist: 4%; HEK293 tox: -27%; KB-V1 cytotox: -1%; GLP-1R inv ag: inconclusive; SW480 rereplic: -3%; TDP-43 yeast inh: -1%; KB-3-1 tox: 0%; HT1080NT lethal: 21%; HT1080 IDH1KD tx: 13%

Results for CCn1cc(C(=O)O)c(=O)c2cnc(N3CCN(C(=S)NC(=O)c4ccc(OC)cc4)CC3)nc21 ?
GLP-1R agonist: 9%; HEK293 tox: -9%; KB-V1 cytotox: 33%; GLP-1R inv ag: 7%; SW480 rereplic: 0%; TDP-43 yeast inh: 6%; KB-3-1 tox: 15%; HT1080NT lethal: 2%; HT1080 IDH1KD tx: 0%

A run of entries from the list above:
Results for CCc1cccc(C)c1NC(=O)C(NS(=O)(=O)c1ccc2c(c1)CCC(=O)N2)c1ccccc1 (stereo not given) ?
HEK293 tox: 1%; KB-V1 cytotox: 8%; GLP-1R inv ag: -4%; TDP-43 yeast inh: 4%; KB-3-1 tox: 5%

How did C(=N\c1c(-c2ccccc2)nc2n1CCS2)/c1ccccc1 do in these assays?
GLP-1R agonist: 5%; HEK293 tox: 9%; KB-V1 cytotox: -2%; GLP-1R inv ag: -21%; SW480 rereplic: 0%; TDP-43 yeast inh: -6%; KB-3-1 tox: 3%; HT1080NT lethal: -1%; HT1080 IDH1KD tx: -2%

An unsorted share of the library; 9.4% or so of the library scored in one or more.
